E-selectin induc = E-selectin induction in HUVECs, primary screen, imaging, HUVEC, immunofluorescence imaging, single point. P16581. normalized: neutral wells 0, TNF-alpha wells 100. activation, % at 7.58 µM. actives 0.37% (n = 260,000). AID 686992, 2013;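 active = mean E-selectin-positive cell signal at least 10% of the positive control, reached in at least 60% of replicates, without over 20% cell loss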;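 also: in these data hits start at about 27%; measured in HUVEC primary endothelial cells; signal is the percent of cells scored E-selectin positive by PE staining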
Target sequence (P16581 whole entry, looked up): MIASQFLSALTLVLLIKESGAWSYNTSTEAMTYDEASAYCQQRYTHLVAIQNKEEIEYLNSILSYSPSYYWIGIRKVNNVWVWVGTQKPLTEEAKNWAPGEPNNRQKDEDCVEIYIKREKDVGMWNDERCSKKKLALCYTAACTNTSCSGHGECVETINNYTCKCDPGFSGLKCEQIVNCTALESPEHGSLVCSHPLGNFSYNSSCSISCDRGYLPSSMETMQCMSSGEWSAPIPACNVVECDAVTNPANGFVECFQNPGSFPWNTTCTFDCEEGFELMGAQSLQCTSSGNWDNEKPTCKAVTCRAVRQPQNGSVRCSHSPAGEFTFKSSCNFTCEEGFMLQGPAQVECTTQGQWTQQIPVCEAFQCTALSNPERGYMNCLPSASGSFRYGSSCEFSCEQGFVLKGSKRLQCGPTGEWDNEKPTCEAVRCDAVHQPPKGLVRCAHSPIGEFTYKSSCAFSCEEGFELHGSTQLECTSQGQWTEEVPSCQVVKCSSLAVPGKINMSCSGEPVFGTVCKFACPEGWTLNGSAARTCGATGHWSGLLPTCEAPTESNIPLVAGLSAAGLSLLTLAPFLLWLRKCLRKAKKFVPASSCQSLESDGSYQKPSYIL
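System: HUVEC, human umbilical vein endothelial cells; quantity: 3,000 cells/well; buffer or medium: EGM-2 medium, gelatin-coated wells; dosing: single-point compound dose; detection: immunofluorescence imaging; evaluation: % PE-positive cells; benchmarks: TNF-alpha, DMSO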
RAD54 inh = inhibitors of human RAD54 branch migration, primary screen, biochemical, fluorescence, single point | DNA repair and recombination protein RAD54-like (Homo sapiens), Q92698 | RAD54 Holliday junction branch migration, FAM/BHQ fluorescence | inhibition, % at 10.4 µM | actives 0.14% (n = 360,000) | AID 602329, 2012;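 active = mean normalized replicate activity at least 40 and at least half of replicates scoring 40 or more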;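 also: 0% = median of neutral control wells and 100% = median of positive control wells; inhibitors cause a drop in the FAM fluorescence signal; in these data hits start at about 50%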
RAD52 inh = RAD52 DNA annealing inhibitors, primary screen, biochemical, FRET, single point, set 2. recombinant RAD52 DNA annealing, FRET fluorescence. inhibition, % at 18.7 µM. actives 0.46% (n = 360,000). DNA repair protein RAD52 homolog (Homo sapiens), P43351;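 active = every replicate showing at least 50% inhibition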
Target sequence (P43351 whole entry, looked up): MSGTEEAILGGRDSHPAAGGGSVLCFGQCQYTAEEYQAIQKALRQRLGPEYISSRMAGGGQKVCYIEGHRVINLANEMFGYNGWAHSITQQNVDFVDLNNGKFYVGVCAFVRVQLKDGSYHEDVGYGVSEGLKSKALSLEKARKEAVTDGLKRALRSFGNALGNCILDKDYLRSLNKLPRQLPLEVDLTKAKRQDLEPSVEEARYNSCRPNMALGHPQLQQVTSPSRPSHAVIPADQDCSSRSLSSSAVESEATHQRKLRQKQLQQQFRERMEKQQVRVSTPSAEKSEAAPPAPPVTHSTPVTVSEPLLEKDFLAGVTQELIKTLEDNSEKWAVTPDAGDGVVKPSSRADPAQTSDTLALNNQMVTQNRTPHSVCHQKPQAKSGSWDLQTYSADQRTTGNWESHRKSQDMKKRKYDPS
Cneo AK release = Cryptococcus neoformans cell lysis inducers, primary screen, AK release luminescence, single concentration; C. neoformans lysis, adenylate kinase release luminescence, 4 h; normalised: neutral wells 0, clomiphene wells 100; lysis activity, % at 15 µM; actives 0.2% (n = 360,000); AID 651654, 2012;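 active = mean lysis activity across replicates of at least 80%, whatever share of replicates individually reach that level; inactive = mean lysis activity below 80%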
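Test system: log-phase Cryptococcus neoformans yeast cells. Input: 5 × 10^6 yeast cells/mL. Medium: fresh YPD growth medium. Doses: single dose. Incubation: static 4 h at 37 °C with compound, 1 h detection. Measured by: luminescent adenylate kinase detection reagent. Read-out: signal increase indicating cell lysis. Benchmarks: Clomiphene.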
ERAP1 HTS inh = human ERAP1 aminopeptidase inhibitors, primary screen, biochemical, single point, plate reader | actives 0.15% (n = 340,000) | inhibition, % at 10.7 µM | recombinant ERAP1, Leu-AMC fluorescence, 60 min;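 active = mean replicate inhibition of at least 30%, or all replicates individually reaching that 30% level; inactive = mean below 30% and not every replicate reaching it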;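 also: 0% = neutral control wells and 100% = L-leucinethiol positive control wells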
PglD DTNB = C. jejuni PglD acetyltransferase inhibitors, primary screen, biochemical, DTNB colorimetric, single point | purified PglD enzyme, DTNB colorimetric CoA detection | inhibition, % at 12.5 µM | actives 0.098% (n = 360,000) | AID 602405, 2012; in the data active = inhibition above about 16%, passing the limit was not always enough; also: strong numbers were not always called active
PGC1a acetyl inh = inhibitors of PGC1a acetylation signal, primary screen, cell-based, U2OS, AlphaScreen, inhibitor mode. inhibition, % at 15.6 µM. actives 0.17% (n = 350,000). AID 651687, 2012. AlphaScreen anti-acetyl-lysine; with virally co-expressed GCN5 acetyltransferase;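 active = every replicate shows inhibition of at least 40%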;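 also: 0% = neutral control wells and 100% = positive control wells; some results beyond the cut were filed as inactive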
miR122 inh = miR-122 Renilla sensor signal increase in Huh7, primary screen, miR-122 inhibitor project, cell-based, single point, plate reader | activation (reporter increase), % at 12.5 µM | actives 0.3% (n = 340,000) | Huh7 miR-122 Renilla luciferase sensor, 48 h; neutral wells = 0, positive control = 100 | AID 602342, 2012;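 active = mean replicate activation score at least 90 and every replicate individually at or above 90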;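 also: higher luciferase means less miR-122 activity so hits act as miR-122 inhibitors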
An asterisk follows results filed as active; . = not tested or not shown; & = joins results of further samples; [ ] = another dose, or the depositor's remark.

SMILES	E-selectin induc	RAD54 inh	RAD52 inh	Cneo AK release	ERAP1 HTS inh	PglD DTNB	PGC1a acetyl inh	miR122 inh
O=C(c1ccccc1NS(=O)(=O)c1ccc2c(c1)OCCO2)N1CCOCC1	.	11	-7	0	-1	3	0	3
C[C@@H]1CN([C@@H](C)CO)C(=O)c2cccc(NC(=O)C3CCOCC3)c2O[C@H]1CN(C)Cc1ccncc1	4.9	-2	-7	-2	-5	-3	9	-7[16.7 µM]
CCn1c(CC(=O)Nc2ccccc2F)nnc1SCC(=O)Nc1nncs1	.	18	-10	0	-3	-2	4	-6
COc1cccc(C(=O)CSc2nnc(CNc3nc(-c4ccccc4)cs3)n2C)c1	.	-2	.	3	.	-6	1	4
CCc1nn(CC(=O)NC(C)CCc2ccccc2)c(=O)c2cc3cc(F)ccc3n12 (stereo not given)	.	2	-3	1	-2	2	-7	-1
C[C@H](CO)N1C[C@H](C)[C@H](CN(C)S(=O)(=O)c2ccc(Cl)cc2)Oc2c(NC(=O)Nc3ccccc3)cccc2C1=O	.	-5	13	3	-2	3	6	-8[16.7 µM]
Cc1ccc(C(=O)OC(C)C(=O)N(C)C2CCCCC2)cc1S(=O)(=O)N1CCCCC1 (stereo not given)	-0.1	-9	6	-1	1	2	-2	-10
CCCCCCCCS(=O)c1sc2nc3c(cc2c1N)CCCC3 (stereo not given)	.	-8	.	0	.	2	8	6
CCN1[C@H](C(=O)N(C)C)[C@@H](CO)[C@@H]2Cn3c(ccc(-c4cccc(OC)c4)c3=O)[C@@H]21	2.7	1	-5	-1	1	2	.	-3[16.7 µM]
COc1ccc(CC(=O)NCCc2ccc3c(c2)OCO3)cc1OC	.	-7	-7	0	3	0	.	-7
CC1(C)Cc2cccc(C(=O)NCc3ccco3)c2O1	3.9	-2	-13	2	2	3	-7	-3
CCN(CC)c1ccc(NC(=O)c2c(OC)cccc2OC)c(C)c1	.	3	.	0	.	1	6	-9
CCn1cc(S(=O)(=O)c2ccc(C)cc2)c(=O)c2cc(OC)ccc21	.	8	-19	-12	5	-5	-14	3
COc1cccc(C2CC(c3c(F)cccc3Cl)n3nc(N)nc3N2)c1 (stereo not given)	.	7	.	1	.	5	-20	-4
Nc1ccc(S(=O)(=O)NCC2CCCCO2)cc1 (stereo not given)	-0.1	-7	-5	-1	4	-4	8	0
O=C(CNC(=O)c1ccc(Cl)cc1Cl)OC1CCCCC1=O (stereo not given)	.	0	-31	-1	1	-1	-3	-4
O=C(CCCc1ccccc1)Nc1cccc2c1CCCC2	.	-1	.	0	.	0	0	0
CC(=O)Nc1cccc(NC(=O)CSc2ncc(C(=O)Nc3ccccc3)c(=O)n2C)c1	4.2	.	-4	.	2	.	-14	-1
O=S(=O)(N[C@@H]1CC[C@H](CCNS(=O)(=O)c2ccccc2Cl)O[C@@H]1CO)c1ccccc1	0.1&-0.2	3	-1&-11	1	0	3	-3	.
Cc1ccc2nc(CSc3nc(C)ccc3C#N)[nH]c2c1	.	-4	-14	-2	0	-4	-1	.
COc1ccc2c(c1)OC[C@H]1[C@@H]2N2C(=O)CNC(=O)[C@@]2(C)[C@H]1c1ccccc1	-0.1	-3	-16	-2	.	5	.	0
O=C(NC[C@@H]1[C@H](c2ccccc2)[C@H](CO)N1C(=O)C1CC1)NC1CCCC1	0.6	-3	6	2	2	6	-7	58[16.7 µM]
COc1ccc(C(=O)Nn2c(SCC(=O)c3ccc(Cl)cc3)nc3ccccc3c2=O)cc1	.	0	.	-2	.	3	-11	-4
O=Cc1ccc(C(=O)OCC(=O)N2CCCC2)cc1	0.2	3	4	0	3	2	.	-4
CC(Oc1ccc(Cl)cc1)c1ccn[nH]1 (stereo not given)	.	5	-9	1	2	-6	2	3
CC(C)CNC(=S)N1CCC(c2nc(-c3ccc(F)cc3)no2)CC1	0.2	-7	-20	16	0	10	2	3
Cc1ccc(N(C(=O)c2snc(C(N)=O)c2N)C(C(=O)NCC2CCCO2)c2ccc3ncccc3c2)cc1 (stereo not given)	.	1	-17	2	7	-2	0	0
Cc1ccc(N(CC(O)CN2CCOCC2)S(=O)(=O)c2ccc([N+](=O)[O-])cc2)cc1 (stereo not given)	.	-3	2	0	-1	1	.	-3
COc1ccc(/C=N/N=C/c2c[nH]c(=O)c(C#N)c2Nc2ccccc2)cc1	.	-12	.	1	.	-5	3	-7
CCOC(=O)C1(CCCc2ccccc2)CCN(C(=O)c2cncs2)CC1	.	0	-4	2	-2	4	-24	35

Sorted by length of the SMILES (lowest first): twelve of the compounds above
SMILES	E-selectin induc	RAD54 inh	RAD52 inh	Cneo AK release	ERAP1 HTS inh	PglD DTNB	PGC1a acetyl inh	miR122 inh
CC(Oc1ccc(Cl)cc1)c1ccn[nH]1 (stereo not given)	.	5	-9	1	2	-6	2	3
O=C(CCCc1ccccc1)Nc1cccc2c1CCCC2	.	-1	.	0	.	0	0	0
O=Cc1ccc(C(=O)OCC(=O)N2CCCC2)cc1	0.2	3	4	0	3	2	.	-4
Cc1ccc2nc(CSc3nc(C)ccc3C#N)[nH]c2c1	.	-4	-14	-2	0	-4	-1	.
CC(C)CNC(=S)N1CCC(c2nc(-c3ccc(F)cc3)no2)CC1	0.2	-7	-20	16	0	10	2	3
COc1ccc(/C=N/N=C/c2c[nH]c(=O)c(C#N)c2Nc2ccccc2)cc1	.	-12	.	1	.	-5	3	-7
CC(=O)Nc1cccc(NC(=O)CSc2ncc(C(=O)Nc3ccccc3)c(=O)n2C)c1	4.2	.	-4	.	2	.	-14	-1
COc1ccc(C(=O)Nn2c(SCC(=O)c3ccc(Cl)cc3)nc3ccccc3c2=O)cc1	.	0	.	-2	.	3	-11	-4
O=C(NC[C@@H]1[C@H](c2ccccc2)[C@H](CO)N1C(=O)C1CC1)NC1CCCC1	0.6	-3	6	2	2	6	-7	58[16.7 µM]
Cc1ccc(N(CC(O)CN2CCOCC2)S(=O)(=O)c2ccc([N+](=O)[O-])cc2)cc1 (stereo not given)	.	-3	2	0	-1	1	.	-3
COc1ccc2c(c1)OC[C@H]1[C@@H]2N2C(=O)CNC(=O)[C@@]2(C)[C@H]1c1ccccc1	-0.1	-3	-16	-2	.	5	.	0
O=S(=O)(N[C@@H]1CC[C@H](CCNS(=O)(=O)c2ccccc2Cl)O[C@@H]1CO)c1ccccc1	0.1&-0.2	3	-1&-11	1	0	3	-3	.

Following part:
SMILES	E-selectin induc	RAD54 inh	RAD52 inh	Cneo AK release	ERAP1 HTS inh	PglD DTNB	PGC1a acetyl inh	miR122 inh
COc1ccc(CNC(=O)C[C@H]2C[C@H](C(=O)N(C(C)C)C(C)C)[C@@]3(C)c4[nH]c5cc(CCC(=O)N(C)C)ccc5c4CCN3C2=O)cc1OC	0.5	0	10	0	-4	-2	.	.
COc1ccc(NC(=O)CN(C)C(=O)C2CSC3(C)CCC(=O)N23)cc1 (stereo not given)	.	-5	4	-1	-2	2	.	.
Cc1ccccc1-c1ccc2c(c1)O[C@H](CN(C)C)[C@H](C)CN([C@@H](C)CO)S2(=O)=O	-1.1	-4	18	2	-5	5	-9	9[16.7 µM]
COc1ccc(Cl)cc1NC(=O)c1cc(-c2cc(C)ccc2O)n[nH]1	1.2	-3	2	1	.	-1	-5	13
C[C@H](CO)N1C[C@H](C)[C@@H](CN(C)Cc2ccc(-c3ccccc3)cc2)Oc2ncc(C#CCN(C)C)cc2C1=O	0.0	-8	24	-2	0	1	-44	-31[16.7 µM]
CN(c1ccccc1)S(=O)(=O)c1ccc(Cl)c(C(=O)OCC(N)=O)c1	-0.8	-7	-15	1	-2	0	1	1
C[C@@H](NC(=O)C[C@H]1CC[C@H]2[C@@H](COC[C@H](O)CN2C(=O)Nc2cc(Cl)cc(Cl)c2)O1)c1ccccc1	0.4	-9	10	-1	-2	0	3	-11[16.7 µM]
CC(C)(C)CC(C)(C)NCC(=O)Nc1c2c(nc3ccccc13)CCC2	.	12	-6	2	1	4	.	.
CCOC(=O)c1c(S(=O)(=O)NCCc2ccccc2)c(C)n(C)c1C	.	-3	-16	0	2	2	.	53
C[C@H](CO)N1C[C@H](C)[C@@H](CN(C)Cc2ccccc2)Oc2ncc(C#CCN(C)C)cc2C1=O	0.0	-1	8	1	-3	-1	2	-8[16.7 µM]
CNC[C@@H]1OCCCC[C@@H](C)Oc2ccc(NS(=O)(=O)c3cn(C)cn3)cc2C(=O)N([C@H](C)CO)C[C@H]1C	0.2	-40	.	20	.	2	-6	37[16.7 µM]
Cc1ccc(-c2ccc(=O)n(CCC(=O)NCc3ccccn3)n2)cc1	.	5	.	4	.	3	-8	13
C[C@H](NC(=O)C[C@@H]1CC[C@H](NS(=O)(=O)c2cccc(F)c2)[C@H](CO)O1)c1ccccc1	-0.1	8	9	5	4	-3	5	.
NC(c1csc(Nc2ccc(C(=O)c3ccccc3)cc2)n1)c1ccccc1Cl (stereo not given)	0.4	0	-46	4	8	4	-15	4
Cc1ccc([C@H]2N[C@]3(CCCN(Cc4ccc(C(F)(F)F)cc4)C3=O)[C@H]3C(=O)N(Cc4ccccc4)C(=O)[C@@H]23)cc1	.	2	7	2	4	-4	-14	-3
O=C(O)Cn1nnc2ccccc21	.	0	-7	-3	4	2	-7	.
C[C@H](CO)N1C[C@H](C)[C@@H](CN(C)C(=O)Nc2ccc(F)cc2)Oc2ccc(NS(=O)(=O)c3ccc(Cl)cc3)cc2CC1=O	-14	0	2	0	-2	1	-14	9[16.7 µM]
CC(=O)Nc1cnc(NC(=O)c2cccc(F)c2)cc1C	.	8	.	-1	.	1	-5	-1
CSCC(=O)NC1CCCc2c1cnn2-c1ccc(C)c(C)c1 (stereo not given)	0.3	-5	0	-2	0	2	-5	-6
O=C(COC(=O)c1cccc(F)c1)Nc1cccc(S(=O)(=O)N2CCCCC2)c1	-0.1	-6	6	0	-4	22*	-5	0
COc1cccc(CCNC(=O)c2ccc(OC)c(OC3CCN(C(C)C)CC3)c2)c1	.	-3	-24	-2	6	6	14	-1
O=c1cc(-c2ccccc2)oc2cc(O)cc(O)c12	.	-2	0	3	.	-3	-3	-6
N#C[C@H]1[C@H](c2ccc(-c3ccccc3)cc2)[C@H](CO)N1C(=O)Cc1ccccc1	0.0	-2	-48	56	3	1	0	.
COc1ccc(S(=O)(=O)Nc2ccc3c(c2)C(=O)N([C@@H](C)CO)C[C@@H](C)[C@H](CN(C)C(=O)c2ccncc2)OCCCC[C@H](C)O3)cc1	0.5	3	7	-3	0	0	0	-9[16.7 µM]

Screening data (PubChem)
